Compound activity: PubChem, several laboratories
FXIa inh – human FXIa protease inhibitors, primary screen, biochemical, 1536-well; Coagulation factor XI (Homo sapiens), P03951; purified FXIa, Boc-Glu-Ala-Arg-AMC fluorogenic substrate; hit rate 0.14% among 220,000; inhibition, % at 5 µM;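 active means inhibition of at least 40%; inactive means inhibition below 40%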;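 further: fluorescence of freed AMC excited at 355 nm; 0% = enzyme without compound and 100% = no enzyme blank; many of its hits are not listed in these tables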
TNF necrop inh – inhibitors of TNF-alpha triggered necroptosis, primary screen, cell-based, Jurkat FADD-/-, single concentration. Jurkat FADD-/- TNF necroptosis rescue, ATP luminescence, 24 h; 0 = TNF only, 100 = no-TNF cells. activation (protection from cell death), % at 10 µM. hit rate 0.068% among 220,000. AID 463075, 2010;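 active means activation, meaning protection from cell death, of at least 50% relative to plate controls; inactive means activation below 50%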;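 further: necroptosis triggered by 40 ng/mL TNF-alpha added together with compound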
L929 necroptosis – inhibitors of zVAD-triggered necroptosis, primary screen, L929 cells. L929 zVAD necroptosis rescue, ATP luminescence, 24 h; with zVAD 60 µM. AID 1377, 2008. viability rescue, % at 10 µM. hit rate 0.38% among 220,000;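 active means activation, scaled between plate controls, above about 75%, limit read from the data; inactive means activation under that limit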;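 further: 0% = zVAD with DMSO and 100% = DMSO alone without zVAD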
KLK5 inh – human KLK5 protease inhibitors, primary screen, biochemical, 1536-well; recombinant hK5, fluorogenic AMC substrate cleavage; AID 873, 2007; inhibition, % at 5 µM; hit rate 0.59% among 210,000;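 active means inhibition of 40% or more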;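 further: 0% = enzyme controls without compound and 100% = no-enzyme blanks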
Rad51 HR inh – human RAD51 strand exchange inhibitors, primary screen, biochemical, fluorescence; DNA repair protein RAD51 homolog 1 (Homo sapiens), Q06609; hit rate 0.085% among 200,000; hRad51 DNA strand exchange, fluorescence dequenching; inhibition, % at 10 µM;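 active means inhibition above 40% at the single screening dose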;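 further: 0% = DMSO control wells and 100% = blanks with heterologous ssDNA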
Target sequence (Q06609 whole entry, looked up): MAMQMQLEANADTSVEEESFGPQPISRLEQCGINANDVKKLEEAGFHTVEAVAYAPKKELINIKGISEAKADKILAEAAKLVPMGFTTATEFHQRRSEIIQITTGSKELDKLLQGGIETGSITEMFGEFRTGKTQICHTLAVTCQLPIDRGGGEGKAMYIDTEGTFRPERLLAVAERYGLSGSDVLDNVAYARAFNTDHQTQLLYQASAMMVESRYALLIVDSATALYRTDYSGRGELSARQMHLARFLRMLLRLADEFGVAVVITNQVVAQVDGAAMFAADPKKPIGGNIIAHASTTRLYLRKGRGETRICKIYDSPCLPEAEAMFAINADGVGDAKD
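Read-out basis: percent inhibition relative to plate controls and blanks / Assay system: human Rad51 nucleoprotein filaments preassembled on unlabelled ssDNA / Timing: filaments 15 min 37 °C, then compound 30 min / Control set: per-plate controls and blanks / Technique: fluorescence dequenching at 485/520 nm / Compound: 10 µM final, single point / Also added: Fluorescein- and BHQ1-tagged 47-mer duplex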
FXIIa inh 1536 – human FXIIa protease inhibitors, primary screen, biochemical, 1536-well; purified FXIIa, Boc-QGR-AMC fluorogenic substrate, 2 h; inhibition, % at 5 µM; hit rate 0.3% among 220,000; AID 800, 2007; in the data active means inhibition above about 40%;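 further: 0% = enzyme with no compound and 100% = blank without enzyme; many of its hits are not listed in these tables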
Hck Nef HTS – inhibitors of Nef-activated human Hck kinase, primary screen, biochemical, Z-Lyte FRET, 384-well, Hck-YEEI | inhibition, % at 20 µM | Recombinant Hck-YEEI plus Nef, Z-Lyte FRET kinase assay | AID 463187, 2010 | Tyrosine-protein kinase HCK (Homo sapiens), P08631 | hit rate 0.68% among 220,000;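 active means Hck-Nef kinase inhibition above about 50%, limit read from the data; inactive means inhibition below that limit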;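 further: 0% = DMSO with Hck plus Nef and 100% = Hck alone without Nef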
Target sequence (P08631 whole entry, looked up): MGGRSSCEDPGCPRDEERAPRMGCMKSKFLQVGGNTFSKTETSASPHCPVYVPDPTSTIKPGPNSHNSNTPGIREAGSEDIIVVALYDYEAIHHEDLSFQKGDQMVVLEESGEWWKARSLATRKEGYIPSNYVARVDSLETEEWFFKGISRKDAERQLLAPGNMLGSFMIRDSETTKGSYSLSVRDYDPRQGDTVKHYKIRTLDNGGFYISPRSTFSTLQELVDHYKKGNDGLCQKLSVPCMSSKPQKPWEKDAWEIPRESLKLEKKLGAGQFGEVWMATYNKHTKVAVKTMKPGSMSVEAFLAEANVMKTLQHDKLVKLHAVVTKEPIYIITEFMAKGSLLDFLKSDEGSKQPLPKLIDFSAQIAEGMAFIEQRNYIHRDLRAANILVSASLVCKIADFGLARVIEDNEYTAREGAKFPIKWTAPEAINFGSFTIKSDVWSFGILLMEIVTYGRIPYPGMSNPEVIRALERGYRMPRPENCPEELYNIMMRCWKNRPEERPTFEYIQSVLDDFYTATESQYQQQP
thrombin 1536 – human alpha-thrombin inhibitors, primary screen, counter-screen for coagulation protease inhibitor project, biochemical, 1536-well, fluorogenic AMC substrate; Prothrombin (Homo sapiens), P00734; hit rate 0.26% among 220,000; inhibition, % at 5 µM; Boc-VPR-AMC fluorogenic substrate cleavage;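 active means inhibition at or above 40%; inactive means inhibition below 40%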;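 further: 0% = enzyme with no compound and 100% = wells without enzyme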
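Material: human alpha-thrombin enzyme / Medium: pH 7.5 Tris (50 mM) with NaCl 150 mM, Tween 20 0.05% / Compound: single-point dosing at 5 µM, 0.2% DMSO / Incubation: enzyme reaction carried out at room temperature / Detection: AMC fluorescence, 355/460 nm / Read-out basis: percent inhibition scaled between no-compound controls and no-enzyme blanks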
Cl transport mod – KCC2 cotransporter modulators, thallium flux, primary screen, cell-based, HEK293 KCC2, FluoZin-2 fluorescence, MLSMR | Solute carrier family 12 member 5 (Homo sapiens), Q9H2X9 | KCC2 cells, thallium flux FluoZin-2 fluorescence | B-score of Tl+ flux slope (higher = more flux/activation; lower = inhibition) at 10 µM | hit rate 2.2% among 190,000 | AID 1456, 2008;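 active means thallium flux slope and its plate-corrected score both differing from the plate sample mean at a set confidence after two filtering rounds, in either direction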;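 further: slope of fluorescence scaled to starting intensity during 10 to 20 s after thallium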
Starred values were filed as active, the others as inactive; nt = not tested or not shown. An excerpt; count on the stated rates, not on these rows.

SMILES | FXIa inh | TNF necrop inh | L929 necroptosis | KLK5 inh | Rad51 HR inh | FXIIa inh 1536 | Hck Nef HTS | thrombin 1536 | Cl transport mod
CC(C)C(NC(=O)c1ccccc1)C(=O)NC1=NCCS1 (stereo unspecified) | -9 | -1.1 | 0.0 | 4 | 8 | 7 | -1 | -5 | 1.7
CSc1nc(N2CCOCC2)c2ccccc2n1 | 2 | -1.5 | 0.0 | -11 | 1 | 18 | 3 | -8 | -0.42
O=C(Nc1ccc2[nH]c(=O)[nH]c2c1)c1c(F)c(F)c(F)c(F)c1F | 0 | 0.5 | -1.0 | 3 | 3 | 4 | 21 | 5 | 1.1
Cc1c([N+](=O)[O-])c([N+](=O)[O-])nn1CC(=O)N1CCCCC1 | 3 | 0.5 | -1.4 | -12 | -4 | 12 | 3 | -13 | 0.47
CC(C)Sc1nc2ccc(N3C(=O)C4CCCCC4C3=O)cc2s1 (stereo unspecified) | 21 | 4.6 | 1.1 | -6 | -21 | 24 | 5 | 0 | -0.99
O=C(CSc1nc(-c2ccccc2)nc2ccccc12)Nc1nccs1 | -7 | -2.0 | 0.1 | 16 | 1 | 3 | 4 | -6 | nt
CC(=O)NC1(c2cccc(F)c2)CCN(CC(=O)NC2CCCCC2)CC1 | 0 | 1.4 | 0.1 | -1 | 0 | 12 | 0 | 2 | nt
Cc1ccc(C(C)C)c(OCCn2c(=O)oc3ccccc32)c1 | 5 | -1.4 | -0.1 | 0 | 0 | 22 | 1 | 6 | -0.1
CCOc1ccc(N2C(=O)Nc3ccccc3C2(O)C(=O)NCc2ccc(OC)cc2)cc1 (stereo unspecified) | -5 | -0.5 | 5.3 | -7 | 7 | 1 | 3 | -8 | -0.047
CC(=O)C1=C(C)N(Cc2ccccc2)C(=O)N[C@H]1c1cccc(C(F)(F)F)c1 | 2 | -0.4 | 0.7 | -11 | -6 | 11 | -7 | -1 | -0.99
O=C(NCc1ccccc1)C1=C[C@@H](c2coc3ccccc3c2=O)C[C@@H](OCCCCO)O1 | 1 | -0.3 | 0.3 | 6 | -2 | 14 | -17 | 41* | -1.8
O=C1/C(=C/c2ccc([N+](=O)[O-])cc2)C=C(c2ccccc2)N1c1ccc(O)cc1 | 8 | -6.5 | 0.1 | 3 | 1 | 12 | -3 | 1 | -0.022
Cc1cc(C)cc(OCCNC(=O)C(C)N2C(=O)c3ccccc3C2=O)c1 (stereo unspecified) | -4 | 0.3 | 1.7 | 0 | -6 | 9 | 22 | -10 | -0.86
Cc1nc(NC(=O)/C=C/c2ccccc2)sc1C(=O)Nc1ccccc1Cl | -10 | -1.3 | 0.1 | -28 | 0 | -4 | 10 | -9 | nt
CN1CCN(/N=C/c2ccc(-c3ccc([N+](=O)[O-])cc3)o2)CC1 | 1 | 3.0 | -0.9 | 7 | -10 | 11 | -5 | -5 | 0.66
CCCCc1c(C)c(C#N)c2[nH]c3ccccc3n2c1=O | -21 | -3.2 | -0.1 | -2 | -2 | 9 | 12 | -2 | -0.62
NC(=O)c1ccc(Oc2cccc3cccnc23)c([N+](=O)[O-])c1 | -7 | 0.7 | 1.8 | -24 | -5 | -5 | 9 | 2 | -1.4
COC(=O)c1ccc(NC(=O)CN2CCN(c3ccc(Cl)cc3)CC2)cc1 | 4 | 2.9 | 0.2 | -5 | 16 | 18 | -2 | 1 | 0.071
CN(C)c1cccc(C(=O)OCC(=O)N(Cc2ccccc2)C2CCS(=O)(=O)C2)c1 (stereo unspecified) | 7 | -1.6 | -1.8 | -1 | -6 | -2 | -11 | -24 | -1.3
CCCOc1ccc(CN2CCOCC2)cc1OC | -4 | 3.6 | 0.1 | -4 | 19 | -2 | 5 | -4 | 0.31
Cc1cccc(NC(=O)/C(=C\c2ccco2)NC(=O)c2cccs2)c1 | 10 | -3.2 | 0.2 | 5 | -9 | 0 | 1 | 0 | 0.013
NS(=O)(=O)c1cccc(NC(=O)CSc2nc3ccc(Cl)cc3[nH]2)c1 | 6 | 2.3 | 9.9 | -1 | 0 | 6 | 20 | -27 | -1.2
O=C(CSc1nnc(CNC(=O)c2ccccc2F)o1)c1ccccc1 | -1 | 1.6 | -0.1 | -7 | -8 | 14 | 1 | 1 | nt
OC1CC(c2ccco2)NC2(CCCCC2)C1 (stereo unspecified) | 7 | 1.7 | 0.5 | -5 | 12 | 15 | -7 | 1 | -0.072
CN(CC(=O)Nc1ccccc1[N+](=O)[O-])Cc1ccc(Br)cc1 | -6 | 2.6 | 1.9 | -20 | 5 | 3 | 7 | 0 | -0.28
COc1ccc(N2C(=O)CC(n3c(CCCCO)nc4ccccc43)C2=O)cc1 (stereo unspecified) | 1 | -1.5 | 0.4 | 0 | 10 | 14 | 1 | 2 | 0.00072
Cn1cnnc1SCC(=O)Nc1ccccc1F | 1 | -0.1 | 2.6 | 1 | -7 | nt | -20 | -7 | 0.2
O=C(COC(=O)c1cnccn1)Nc1ccc2c(c1)OCO2 | 5 | -1.9 | 0.1 | -10 | 2 | -10 | 11 | -3 | -0.53
COCCOC(=O)C1=C(C)Nc2nc(C)nn2C1c1ccccc1 (stereo unspecified) | -10 | -3.5 | 0.5 | 1 | 2 | -6 | -1 | -7 | 0.17
Cc1ncc([N+](=O)[O-])n1CC(=O)NC1CCCCCC1 | -2 | 0.3 | 0.4 | -6 | 20 | 3 | 4 | 2 | 0.35
COc1ccc(-n2c(C)nn(C)c2=O)c(OC)c1 | 16 | -2.5 | 0.3 | 11 | 2 | -5 | -1 | 7 | -0.27
O=C(NNC(=O)C1C2CCC(C2)C1C(=O)O)c1cccc(Cl)c1 (stereo unspecified) | -3 | -3.2 | 1.3 | -2 | 0 | 7 | -6 | -7 | -0.14
O=C(CN1CCOCC1)Nc1ccc(C2CCCCC2)cc1 | -7 | 0.8 | 1.4 | -20 | -1 | 11 | 1 | -10 | nt
CC1(C)CC(CCNC(=O)c2ccc(-n3cnnn3)cc2)CC(C)(C)N1 | 14 | -2.0 | 0.0 | -22 | 10 | 13 | 1 | 2 | -0.31
CCN(CC)C(=O)COc1ccc(-c2nnc(Nc3ccc(OC)c(C(=O)NC)c3)c3ccccc23)cc1 | 12 | -5.0 | 2.0 | -1 | -25 | 18 | -11 | 0 | -1.1
O=C(OCC(=O)c1ccco1)c1ccc2ncsc2c1 | -18 | 0.3 | 0.2 | -16 | -7 | -17 | 1 | -5 | -1.4
COc1ccc(NC(=O)CSc2nc(C)c3c(c2C#N)CCCC3)cc1 | 1 | 1.3 | 0.0 | 15 | 0 | 13 | -1 | -3 | -0.25
CN(CC(=O)NCc1cccnc1)S(=O)(=O)c1ccc2c(c1)c(=O)n(C)c(=O)n2C | -1 | -1.1 | 2.0 | 6 | 8 | 8 | 2 | 0 | nt
O=C(COc1ccc([N+](=O)[O-])cc1)NNC(=O)c1cccs1 | -1 | -0.3 | 2.3 | -15 | 8 | -7 | -4 | 2 | -0.0039
COc1cc(/C=C/C(=O)OCC(=O)N2CCN(S(=O)(=O)c3ccc(C)cc3C)CC2)ccc1O | 7 | -2.7 | 0.1 | -18 | -2 | 5 | 9 | -8 | 1.2
O=C(COC(=O)C1CCN(S(=O)(=O)c2cccs2)CC1)NCc1ccccc1 | -1 | 0.4 | -0.1 | -3 | 4 | 5 | 26 | -10 | -0.95
CCOC(=O)c1oc2ccccc2c1CN1CCCCC1 | 5 | -0.2 | 1.1 | -1 | nt | 4 | 18 | -4 | -0.072
COCCCNCC(O)COc1ccccc1F (stereo unspecified) | -35 | -0.8 | 1.3 | -17 | 5 | -1 | 3 | 5 | 0.01
O=c1[nH]c2cc3c(cc2cc1C(c1nnnn1Cc1ccccc1)N1CCCCCC1)OCCO3 (stereo unspecified) | -3 | 0.3 | -0.3 | -19 | 0 | 16 | 1 | 5 | nt
O=C1C(=Cc2cccs2)C(=O)c2ccccc21 | 6 | -2.6 | 1.5 | 0 | nt | 9 | 6 | 3 | 1.2
O=C(O)C1CCCCC1C(=O)Nc1cnn(Cc2ccccc2)c1 (stereo unspecified) | 5 | -0.6 | -0.4 | -11 | -8 | 19 | -1 | 6 | -0.36
COc1ccc(OC)c(S(=O)(=O)Nc2cc(Cl)cc(Cl)c2)c1 | 9 | -0.6 | 1.8 | -9 | -3 | 17 | 4 | 3 | -0.19
COc1ccc(C)cc1NC(=S)NNC(=O)c1c(Br)cnn1C | -3 | -0.6 | 1.8 | -28 | 4 | 6 | 23 | 3 | -1.5
CCOc1ccccc1CNC(=O)c1cc2oc3ccccc3c2n1CC | 8 | -2.6 | 0.4 | -8 | -2 | 0 | -2 | -2 | nt
O=C(CN1CCN(c2ccccc2)CC1)N1CCN(c2ccccc2)CC1 | -6 | -2.2 | 1.2 | -31 | 0 | -3 | 2 | -6 | -2.1
Cc1ccc(CNc2ccc3c(c2)ncn3C(C)(C)C)cc1 | 9 | 2.2 | 3.0 | -15 | 5 | 6 | 15 | -2 | -0.95
CC1=CC(C)(C)C(C(=O)O)C(C(=O)O)C1 (stereo unspecified) | 5 | 0.3 | 2.7 | -7 | -4 | 9 | 0 | 1 | 1.4
CC(=O)NC(C1C(=O)CC(C)(C)CC1=O)(C(F)(F)F)C(F)(F)F | -4 | 0.2 | -0.3 | 1 | -5 | -2 | 0 | -5 | 0.19
CC(=O)OCc1ccccc1Sc1ccccc1C(=O)NCc1ccccc1 | -2 | 0.7 | 2.8 | -6 | -11 | 1 | 7 | 1 | -2.2
O=C(COC(=O)c1cc(Br)c(Br)s1)NCCC1=CCCCC1 | -2 | 0.8 | 2.1 | -7 | -4 | 8 | 2 | -3 | 0.3
CCN(CC)CCn1c(N)cc(=O)[nH]c1=O | -10 | 1.1 | 0.9 | -3 | -5 | 2 | 20 | -24 | 0.27

Arranged by value in Cl transport mod (descending): 3 of the compounds above.
compound,Cl transport mod
CC1=CC(C)(C)C(C(=O)O)C(C(=O)O)C1 (stereo unspecified),1.4
Cc1ccc(CNc2ccc3c(c2)ncn3C(C)(C)C)cc1,-0.95
COc1ccc(C)cc1NC(=S)NNC(=O)c1c(Br)cnn1C,-1.5
